Screening data: PubChem, several laboratories
ASAP1 inh = inhibitors of human ASAP1 ArfGAP activity. Q9ULH1. ASAP1-stimulated ARF1 GTP hydrolysis, GDP FP detection. inhibition, % at 16.5 µM. hit rate 0.19% among 360,000. AID 624377; in the data active means inhibition above about 25%;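 further: 0% = vehicle with enzyme and substrate and 100% = no enzyme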
proKLK7 act = proKLK7 (human) activation, primary screen. P49862. purified proKLK7, EDANS-DABCYL substrate fluorescence; 100% is mature enzyme control, 0% vehicle. activation, % at 7 µM. hit rate 0.9% among 370,000. AID 652039;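 active means activation above the mean of all tested compounds plus 3 SD, computed per campaign excluding outliers beyond control limits, cut at about 13% in these data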
Target sequence (P49862 whole entry, looked up): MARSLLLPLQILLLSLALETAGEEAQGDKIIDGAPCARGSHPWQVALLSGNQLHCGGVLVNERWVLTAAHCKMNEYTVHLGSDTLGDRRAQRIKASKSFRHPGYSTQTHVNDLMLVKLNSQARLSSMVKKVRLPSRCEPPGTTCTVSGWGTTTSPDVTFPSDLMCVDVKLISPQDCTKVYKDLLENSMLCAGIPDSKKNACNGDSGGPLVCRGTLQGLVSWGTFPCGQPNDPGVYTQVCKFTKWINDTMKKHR
GC-A act = GC-A (human) enzyme activation; AID 1671463; hit rate 0.14% among 370,000; P16066; activation, % at 10 µM; HEK293 GC-A cells, cGMP TR-FRET, EC30 ANP; 0% at EC30 ANP, 100% saturating ANP; in the data active means activation above about 40%
GAA850 FXN act = frataxin GAA850 promoter activation; activation, % at 6 µM; hit rate 0.56% among 360,000; HEK293 lucGAA850 FXN promoter luciferase reporter, 24 h; percent of 10 µM SAHA response;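 active means activation above the average of all compounds screened plus 3 SD, cutoff fixed separately per campaign, cut at about 7.5% in these data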;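 further: 0% = DMSO wells and 100% = 10 µM SAHA wells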
ADAM10 inh = ADAM10 inhibition, QFRET primary screen; AID 720582; inhibition, % at 7 µM; O14672; recombinant ADAM10, EDANS/DABCYL FRET peptide cleavage, 3 h; hit rate 0.62% among 370,000;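 active means inhibition above a per-campaign cutoff equal to the mean of compounds falling between control-based bounds plus 3 SD, cut at about 20% in these data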;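 further: 0% = DMSO wells while the 100% control is not disclosed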
sPLA2-III inh = Inhibits HGIII-sPLA2 liposome hydrolysis, primary screen; QFRET BODIPY PC-A2 liposome hydrolysis, fluorescence; inhibition, % at 12.2 µM; hit rate 0.56% among 370,000;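 active means inhibition above mean plus 3 SD of compounds lying within the high and low control bounds, cut at about 19% in these data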;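 further: 0% = median of test compound wells and 100% = no enzyme DMSO wells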
ARFGAP1 inhibitor = inhibits rat ARF GTPase activating protein 1. Arfgap1-stimulated ARF1 GTP hydrolysis, GDP FP detection. inhibition, % at 16.5 µM. hit rate 0.26% among 360,000;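 active means inhibition above a per-plate limit, mean inhibition of low control wells plus 3 SD, cut at about 25% in these data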;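 further: 0% = DMSO wells with enzyme and 100% = wells lacking Arfgap1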
Target sequence (Q62848 1-136 limits assumed): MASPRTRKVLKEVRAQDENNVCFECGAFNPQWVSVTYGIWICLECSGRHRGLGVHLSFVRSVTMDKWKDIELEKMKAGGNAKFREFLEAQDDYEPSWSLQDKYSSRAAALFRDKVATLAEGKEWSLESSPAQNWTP
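Material: truncated rat Arfgap1 GAP domain; Incubation: compound-enzyme preincubation 20 min, reaction 120 min, detection 60 min, 25 °C; Read-out: percent inhibition of Arfgap1-stimulated GTP hydrolysis; Technique: FP, GDP Alexa 633 tracer displaced from anti-GDP antibody, 620/688 nm; Controls: No-Arfgap1 wells (100%) versus DMSO full-reaction wells (0%); Replication: single well per compound.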
GC-B act = GC-B (human) receptor activation; P20594; HEK293-GC-B cells, CNP EC30, cGMP TR-FRET; 0% at EC30 CNP, 100% saturating CNP; activation, % at 10 µM; hit rate 0.11% among 370,000; AID 1920062;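 active means activation at 10 µM reaching about 35% in either raw or pattern-adjusted values, limit read from the data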
DDE Tn6 FP inh = disrupts Tn6 cyclic peptide binding to fibrin D-Dimer-E complex | P02675 | Fibrin DD(E) TRITC-Tn6 fluorescence polarization displacement | inhibition, % at 8.3 µM | hit rate 0.21% among 370,000 | AID 720509;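 active means inhibition above a per-campaign cutoff: mean of compounds within control limits plus 3 SD, cut at about 15% in these data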;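 further: 0% = median of all compound wells on the plate and 100% = blocking peptide control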
Target sequence (P02675 whole entry, looked up): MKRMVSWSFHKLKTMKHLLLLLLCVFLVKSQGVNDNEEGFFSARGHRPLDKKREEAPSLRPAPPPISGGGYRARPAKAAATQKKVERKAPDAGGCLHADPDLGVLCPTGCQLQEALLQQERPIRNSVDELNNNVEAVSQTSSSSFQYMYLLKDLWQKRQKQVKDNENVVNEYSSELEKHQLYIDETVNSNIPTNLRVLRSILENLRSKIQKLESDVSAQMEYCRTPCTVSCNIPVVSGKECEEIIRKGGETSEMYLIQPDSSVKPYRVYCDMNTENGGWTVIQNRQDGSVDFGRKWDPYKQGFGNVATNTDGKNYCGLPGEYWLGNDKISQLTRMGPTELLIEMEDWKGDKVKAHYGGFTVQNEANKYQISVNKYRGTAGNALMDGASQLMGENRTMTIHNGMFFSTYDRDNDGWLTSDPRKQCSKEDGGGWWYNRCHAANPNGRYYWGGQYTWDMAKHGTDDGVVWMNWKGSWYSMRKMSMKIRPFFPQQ
rCAG RNA binder = binds r(CAG) RNA repeats | r(CAG) RNA repeat, TO-PRO-1 dye displacement fluorescence | inhibition, % at 3 µM | hit rate 1.3% among 370,000 | AID 651821;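 active means inhibition above the plate cutoff, the mean of all test compounds on that plate plus 3 SD, cut at about 35% in these data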;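 further: 0% = DMSO alone and 100% = 100 µM mitoxantrone as full dye displacement; higher means more dye released from RNA so lower well fluorescence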
Numbers without * were called inactive; · = not tested or not shown.

SMILES	ASAP1 inh	proKLK7 act	GC-A act	GAA850 FXN act	ADAM10 inh	sPLA2-III inh	ARFGAP1 inhibitor	GC-B act	DDE Tn6 FP inh	rCAG RNA binder
COC(=O)c1ccccc1NC(=O)CNc1cc(OC)c(OC)cc1C	1	-0.3	7	-0.3	0	6	17	-7	-3	0
Cn1c(N)cc(=O)[nH]c1=S	6	-0.1	4	-0.2	-18	15	17	-3	-5	1
O=C(Nc1ccc2c(c1)OCO2)c1ccc(Br)s1	3	-0.4	3	20*	10	-2	8	0	10	5
O=C(CSc1nnc(CNC(=O)c2ccc(F)cc2)o1)c1ccccc1	7	-0.9	4	-1.6	-6	-36	-8	1	1	-4
Cc1[nH]c2ccc(F)cc2c1CCN(Cc1ccncc1)C(=S)Nc1cccc(F)c1	0	-0.5	-15	-3.5	7	-9	14	-16	6	6
Cc1ccc(CN(CC(O)COc2cccc3[nH]cc(C)c23)C(C)(C)C)cc1 (stereo not drawn)	8	0.4	-18	-0.9	-1	-26	-5	-10	4	0
CCOc1cccc(C(=O)NC(c2ccccc2)C(C)C)c1 (stereo not drawn)	6	0.9	-10	-1.6	3	-2	7	4	7	-3
CS(=O)(=O)C1=NN2C(=N)/C(=C\c3ccc(OC(=O)c4ccco4)cc3)C(=O)N=C2S1	-14	-0.9	4	1.4	-49	-2	3	-2	3	31
O=C1N(Cc2ccccc2)c2ccccc2C12CCCc1sc(CCc3ccccc3)nc12 (stereo not drawn)	·	0.3	0	·	3	9	·	4	8	3
O=C(Nc1ccccc1Br)c1ccc(OC(=S)N2CCOCC2)cc1	16	0.5	3	4.5	-7	1	8	0	-6	-3
N#Cc1c2ccc(O)cc2n2ccccc12	-5	-14	-13	-6.8	-255	-56	-7	-8	2	3
FC(F)(F)C1=CC(c2ccccc2)=NCCN1	-8	0.7	-5	-0.9	6	-1	0	4	3	0
CCc1ccc(CN(C)C(=O)C2CCC(=O)N(CCc3ccc(OC)cc3)C2)nc1 (stereo not drawn)	0	-0.5	1	0.6	-7	5	11	5	3	-8
Cc1ccc(S(=O)(=O)/C(C#N)=C/c2c(N3CCOCC3)nc3ccccn3c2=O)cc1	-1	-0.2	2	-0.6	-10	1	-2	4	-1	1
COc1ccc(NC2=CC(c3ccc(OC)cc3)N(c3ccc(OC)cc3)C2=O)cc1 (stereo not drawn)	-8	-0.3	-1	-1.7	6	-14	0	0	-2	15
Cc1ccc(C(=O)OCC(=O)N2CCC(c3ccccc3)=N2)cc1	-9	-0.3	1	-1.1	-9	-2	2	-2	3	4
CC(=O)Nc1ccc(S(=O)(=O)Nc2nnc(C3CCCCC3)s2)cc1	11	0.0	-2	-1.2	-4	-31	11	10	-6	23
CC(C)C(=O)N1CCN(c2nc(-c3ccc(Cl)cc3)cs2)CC1	1	0.0	-2	2.0	11	5	1	-3	7	0
C[C@H](NC(=O)CCn1nnc2ccccc2c1=O)C(=O)O	-2	0.5	0	-1.6	-1	2	9	2	-1	1
COc1cccc(NC(=O)CN(C)C(=O)c2ccc(S(=O)(=O)Nc3ccccc3C)cc2)c1	-4	0.1	-2	-1.4	-9	-24	4	-1	7	5
COc1ccc(-c2sc3ccc(OC)cc3c2-c2ccc(OC)c(F)c2)cc1	-1	0.5	-1	0.2	-10	9	21	4	4	1
CCOC(=O)C1(C)CCN1C(=O)c1cncc(Br)c1 (stereo not drawn)	15	-0.1	-2	2.0	0	-3	-2	-1	-5	3
Cc1cc(C(=O)O)n(C(C)(C)C)n1	-3	-0.3	0	-0.1	2	0	27*	3	-1	-2
O=C(CN1CCN(c2ccccc2F)CC1)N1CCc2ccccc21	-3	0.4	1	-0.4	4	2	1	1	6	-6
O=C(Nc1cccc(F)c1)N1CCC(n2c(=O)[nH]c3ccccc32)CC1	-5	-0.2	0	-1.2	1	-8	2	-2	2	0

As entered above:
Reading of `O=C1N(Cc2ccccc2)c2ccccc2C12CCCc1sc(CCc3ccccc3)nc12` (stereo not drawn) under rCAG RNA binder: 3
Reading of `O=C(Nc1cccc(F)c1)N1CCC(n2c(=O)[nH]c3ccccc32)CC1` under ASAP1 inh: -5

ARFGAP1 inhibitor: entries above that show a hit
Molecule | ASAP1 inh | proKLK7 act | GC-A act | ADAM10 inh | sPLA2-III inh | ARFGAP1 inhibitor | GC-B act | DDE Tn6 FP inh
Cc1cc(C(=O)O)n(C(C)(C)C)n1 | -3 | -0.3 | 0 | 2 | 0 | 27* | 3 | -1

Reformatted: four of the compounds above
Every second line gives: ASAP1 inh	proKLK7 act	GC-A act	GAA850 FXN act	ADAM10 inh	sPLA2-III inh	ARFGAP1 inhibitor	GC-B act	DDE Tn6 FP inh	rCAG RNA binder
- CS(=O)(=O)C1=NN2C(=N)/C(=C\c3ccc(OC(=O)c4ccco4)cc3)C(=O)N=C2S1
    -14	-0.9	4	1.4	-49	-2	3	-2	3	31
- FC(F)(F)C1=CC(c2ccccc2)=NCCN1
    -8	0.7	-5	-0.9	6	-1	0	4	3	0
- O=C(Nc1ccc2c(c1)OCO2)c1ccc(Br)s1
    3	-0.4	3	20*	10	-2	8	0	10	5
- CC(=O)Nc1ccc(S(=O)(=O)Nc2nnc(C3CCCCC3)s2)cc1
    11	0.0	-2	-1.2	-4	-31	11	10	-6	23

(further entries)
SMILES	ASAP1 inh	proKLK7 act	GC-A act	GAA850 FXN act	ADAM10 inh	sPLA2-III inh	ARFGAP1 inhibitor	GC-B act	DDE Tn6 FP inh	rCAG RNA binder
O=C1c2ccccc2C(=O)N1CCCCc1cn(C[C@H]2CC[C@H](Cn3cc(CCCCN4C(=O)c5ccccc5C4=O)nn3)O2)nn1	-9	0.0	4	-1.2	-5	-2	-13	7	9	1
COCCC1CCCCN1C(=O)c1cc(COc2cccc(C(C)=O)c2)on1 (stereo not drawn)	8	-0.7	0	2.2	12	-2	25*	3	1	-4
CCCCn1c(N)c(N(CCOC)C(=O)c2ccc(NC3CC3)c([N+](=O)[O-])c2)c(=O)[nH]c1=O	-5	0.2	-1	1.8	-2	-2	1	-3	0	0
O=C(NCC1CCOCC1)c1ccc(-c2ccc(F)c(F)c2)c2ccoc12	4	-0.3	10	2.1	-6	-2	1	12	-2	1
CC(NC(=O)C1CCCC1)c1ccc(Br)cc1 (stereo not drawn)	1	-0.5	-2	0.9	6	-3	8	-4	4	-2
CCn1c(=N)n(CC(=O)OC)c2ccccc21	16	-1.0	-1	-0.9	7	5	5	4	3	-2
CC(C)CN(C(=O)c1cccc(S(=O)(=O)N2CCN(c3ccc(F)cc3)CC2)c1)C1CCS(=O)(=O)C1 (stereo not drawn)	12	0.3	2	-3.2	4	-8	-10	0	6	-4
CCn1nc(C)c(CN2CCN(Cc3ccsc3)C(CCO)C2)c1C (stereo not drawn)	-7	0.0	0	0.3	4	-2	4	-2	-9	-2
CSc1ccccc1NC(=O)c1cccc(S(=O)(=O)N2CCN(C)CC2)c1	2	-0.1	0	-1.8	1	8	-1	2	1	-3
CCOC(=O)N1CCN(S(=O)(=O)c2ccc(C(=O)N(CCCN(C)C)c3nc4ccc(Cl)cc4s3)cc2)CC1	7	-0.5	2	0.8	3	-16	8	-4	-6	1
Cc1cc(NC(=O)CSC2=NS(=O)(=O)c3ccccc3N2)no1	-4	-0.3	1	0.3	8	0	2	2	0	4
Cc1cc(C)c(NC(=O)COC(=O)c2cc([N+](=O)[O-])ccc2N2CCOCC2)c(C)c1	1	-0.1	2	2.3	-5	1	-8	1	2	-4
Cc1cccc2cc(/C=N/NC(=O)c3ccncc3)c(Cl)nc12	6	0.2	2	-1.4	-5	2	-4	-4	2	-3
CCOc1ccc(N2C(=O)CC(N(CCc3ccc(S(N)(=O)=O)cc3)C(C)=O)C2=O)cc1 (stereo not drawn)	-1	0.2	-3	1.5	-5	0	-4	1	-1	-1
O=C(COC(=O)COc1cccc(F)c1)NCCC1=CCCCC1	14	0.3	6	-0.2	0	-3	-5	-4	5	-7
CN(C)CC1CCC/C(=C/c2ccc(Cl)cc2)C1=O (stereo not drawn)	-1	-0.3	-24	3.0	-5	-1	0	-5	3	2
COc1ccc(C(=O)NCC(=O)N2CCN(C(=O)c3ccco3)CC2)cc1[N+](=O)[O-]	6	0.0	2	-1.6	-18	0	-5	0	1	0
O=C(O)COc1ccc(NC(=O)c2ccc3c(c2)C(=O)N(Cc2ccccc2)C3=O)cc1	3	-0.1	1	-1.6	-28	-15	9	-1	4	47*
CC(C)CCn1c(CN2CCN(Cc3ccccc3)CC2)nc2c1c(=O)[nH]c(=O)n2C	-7	0.6	-37	-1.9	-1	-3	-1	-20	-7	-1
CC1=C(C(=O)Nc2cc(C)ccc2C)C(c2cccs2)NC(=S)N1 (stereo not drawn)	3	-0.4	1	-0.2	-9	6	9	-8	2	0
COc1ccc(C(=O)N2CCN(c3c(C)cccc3C)CC2)cc1OC	-5	-0.1	3	1.4	-12	2	-1	-1	3	-4
CNC[C@H](CC1CCCCC1)NC[C@H](CO)NCC1(c2ccccc2)CC1	6	0.2	-2	0.1	-4	0	3	-4	-1	-6
O=C(OCc1ccc([N+](=O)[O-])cc1)c1ccc(N2CCCC2)c([N+](=O)[O-])c1	0	0.2	-8	-0.7	0	5	-2	-2	4	1

Random excerpt: 2 records from the list
SMILES	ASAP1 inh	proKLK7 act	GC-A act	GAA850 FXN act	ADAM10 inh	sPLA2-III inh	ARFGAP1 inhibitor	GC-B act	DDE Tn6 FP inh	rCAG RNA binder
Cc1cc(C)c(NC(=O)COC(=O)c2cc([N+](=O)[O-])ccc2N2CCOCC2)c(C)c1	1	-0.1	2	2.3	-5	1	-8	1	2	-4
CC(C)CCn1c(CN2CCN(Cc3ccccc3)CC2)nc2c1c(=O)[nH]c(=O)n2C	-7	0.6	-37	-1.9	-1	-3	-1	-20	-7	-1
